Screening data as filed in PubChem BioAssay.
HEK293 NFkB inh – inhibitors of PMA/ionomycin-induced NF-kB reporter, primary screen, antigen receptor NF-kB inhibitor project, cell-based, HEK-293 luciferase reporter, luminescence; 62,000 tested, 0.21% active; AID 465, 2006; HEK-293 NF-kB luciferase reporter; inhibition, % at 3 µM;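 active = inhibition above the mean of all tested compounds plus 3 SD, cut at about 40% in these data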;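 also: 0% = stimulated DMSO wells and 100% = 10 µM reference inhibitor 5653914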
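Material: HEK-293 cells with stable firefly luciferase reporter driven by four HIV NF-kB elements / Also added: PMA plus ionomycin mix as NF-kB-activating stimulus / Compound dosing: 3 µM once, 0.30% DMSO / Times: 1 h pretreatment, 16 h stimulation, 37 °C / Signal: luminescence / Evaluation: per-plate % inhibition versus controls / Benchmarks: DMSO and 10 µM reference inhibitor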
TNAP act DEA – human TNAP enzyme activators, primary screen, biochemical, luminescent, intermediate phosphate acceptor level | activation factor at 20 µM | Alkaline phosphatase, tissue-nonspecific isozyme (Homo sapiens), P05186 | 64,000 tested, under 10 active | purified TNAP, CDP-star luminescence, 100 mM DEA, 30 min; active compounds read high; scale: 0 levamisole-inhibited, 1 vehicle-only enzyme;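 active = activation factor of at least 2 at 20 µM, relative to controls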
Target sequence (P05186 whole entry, looked up): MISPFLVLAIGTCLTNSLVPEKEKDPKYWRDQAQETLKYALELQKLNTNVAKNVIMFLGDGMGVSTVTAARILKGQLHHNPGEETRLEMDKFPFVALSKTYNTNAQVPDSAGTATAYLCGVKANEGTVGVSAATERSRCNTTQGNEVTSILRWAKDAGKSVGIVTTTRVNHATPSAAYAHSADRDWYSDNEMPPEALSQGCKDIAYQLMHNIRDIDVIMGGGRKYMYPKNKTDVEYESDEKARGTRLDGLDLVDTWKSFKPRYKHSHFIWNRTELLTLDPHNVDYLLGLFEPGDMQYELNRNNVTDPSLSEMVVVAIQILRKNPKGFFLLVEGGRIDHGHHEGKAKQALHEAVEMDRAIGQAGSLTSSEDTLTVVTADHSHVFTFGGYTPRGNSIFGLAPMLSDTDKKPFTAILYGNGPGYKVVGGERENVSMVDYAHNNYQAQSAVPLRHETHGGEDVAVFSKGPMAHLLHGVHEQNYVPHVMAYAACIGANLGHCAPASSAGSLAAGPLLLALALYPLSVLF
M1 antagonist – antagonists of rat M1 muscarinic receptor; AID 628, 2007; Muscarinic acetylcholine receptor M1 (Rattus norvegicus), P08482; CHO-M1 cells, Fluo-4 calcium, ACh EC80 antagonist mode; active compounds read low; 64,000 tested, 3.4% active; B-score at 10 µM;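 active = calcium fluorescence response, raw or row-and-column corrected B-score, differing from the plate sample mean either way at a set confidence level, mostly lower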
M1 ag – M1 muscarinic receptor agonists, primary screen, CHO-M1 cells, Fluo-4 calcium, agonist mode | AID 626, 2007 | Muscarinic acetylcholine receptor M1 | 64,000 tested, 3% active | B-score at 10 µM | Fluo-4 calcium fluorescence; active compounds read high;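 active = fluorescence rise, raw or as B-score row- and column-corrected plate score, outside the 99.7% band of its plate's samples, either direction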
Ec RNAP inh – E. coli RNAP inhibitors, biochemical; E. coli RNA polymerase, fluorescence transcription assay; inhibition, %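 (tested at 10 µM)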; 62,000 tested, 0.2% active; AID 559, 2006; in the data active = inhibition above about 20%;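 also: 0% = enzyme without compound and 100% = no enzyme blank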
S1P3 agonist – human S1P3 receptor agonists, primary screen, cell-based, primary and confirmation, NFAT-BLA reporter; AID 373, 2006; Sphingosine 1-phosphate receptor 3 (Homo sapiens), Q99500; 60,000 tested, 0.1% active; S1P3 NFAT-BLA reporter cells, agonism, FRET ratio; relative to 1 µM S1P, basal subtracted; activation, % at 4.5 µM;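 active = activation above the screen-wide mean plus 3 SD, cut at about 4.5% in these data, passing the limit was not always enough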; also: some compounds called inactive have numbers as strong as hits
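Material: Human S1P3 NFAT-BLA reporter CHO cells | Incubation: Overnight plating, 4 h compound 37 °C, 2 h substrate RT | Signal: FRET β-lactamase substrate fluorescence, excitation 405 nm, 460/535 nm emission ratio, background-subtracted | Compound: 4.5 µM final, single dose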
Jurkat viability – cytotoxicity toward Jurkat T cells, primary screen, cytotoxicity control, cell-based, Jurkat E6.1, 60K MLSMR library. Jurkat E6.1 viability, ATP luminescence, 48 h. inhibition, % at 4 µM. 56,000 tested, 1.2% active;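 active = inhibition above the mean inhibition of all tested compounds plus 3 SD, cut at about 28% in these data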
S1P1 ag-PAM – S1P1 agonists and agonism potentiators, primary screen, cell-based, primary and confirmation screens, CRE-bla reporter. activation, % at 9.5 µM. S1P1 CRE-bla cells, forskolin, beta-lactamase FRET, potentiator mode; S1P1 agonist co-added at EC20, 2 nM; 100% = saturating reference agonist, 0% = basal. 56,000 tested, 0.57% active. AID 449, 2006. Sphingosine 1-phosphate receptor 1 (Homo sapiens), P21453;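 active = activation above a cutoff set at the mean activation of all tested compounds plus 3 SD, cut at about 54% in these data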;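 also: forskolin at 4 µM as EC80 and the EC20 agonist is SEW2871; 100% = SEW2871 at its EC100 plus forskolin at EC80; some compounds past the cut are filed as inactive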
Target sequence (P21453 whole entry, looked up): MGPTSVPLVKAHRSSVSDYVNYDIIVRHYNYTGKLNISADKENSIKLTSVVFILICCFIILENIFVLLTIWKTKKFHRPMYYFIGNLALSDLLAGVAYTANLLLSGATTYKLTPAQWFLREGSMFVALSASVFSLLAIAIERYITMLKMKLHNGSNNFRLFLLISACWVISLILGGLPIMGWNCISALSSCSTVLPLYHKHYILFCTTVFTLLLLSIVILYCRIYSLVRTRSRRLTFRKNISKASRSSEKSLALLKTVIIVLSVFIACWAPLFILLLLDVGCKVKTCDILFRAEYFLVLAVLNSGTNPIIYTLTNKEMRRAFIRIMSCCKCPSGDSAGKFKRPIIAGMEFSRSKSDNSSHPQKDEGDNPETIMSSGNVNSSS
D1 allo mod – D1 CRE-luciferase signal change, two-sided – cell-based, HEK293 D1, dopamine EC30, D1 allosteric modulator project, primary screen | D(1A) dopamine receptor (Homo sapiens), P21728 | dopamine EC30 potentiation; actives deviate in either direction | B-score at 10 µM | 58,000 tested, 5.9% active;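 active = luminescence count or its row- and column-corrected plate score outside the 99.7% band of the plate's sample wells, on either side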
Active calls of the source: *; / = no result given.

SMILES	HEK293 NFkB inh	TNAP act DEA	M1 antagonist	M1 ag	Ec RNAP inh	S1P3 agonist	Jurkat viability	S1P1 ag-PAM	D1 allo mod
O=C(Nc1ccccc1)c1ccc(NCc2cccnc2)c(S(=O)(=O)N2CCOCC2)c1	4	0.8	-1.3	-1.1	-8	-0.1	12	1	-0.12
CCOC(=O)C1CCN(C(=O)COc2ccc(Br)cc2)CC1	9	0.9	/	/	/	1.8	-2	0	-0.048
COc1ccccc1NC(=O)CCN1CCN(CCC(=O)Nc2ccccc2OC)CC1	8	0.9	-0.005	0.0024	13	-0.5	-4	-5	-0.016
Cc1ccc(C(C(=O)NC2CCCC2)N(Cc2cccs2)C(=O)CNC(=O)c2cccs2)o1 (configuration not stated)	20	1	-0.41	2.1	12	-0.7	2	-2	-1.1
CCCN1C(=O)SC(CC(=O)Nc2ccc(Br)cc2)C1=O (configuration not stated)	15	0.9	0.72	-0.5	1	-0.8	-7	-1	0.17
CC(=O)Nc1ccc(C2NC(=O)c3ccccc3O2)cc1 (configuration not stated)	14	0.9	-0.83	-0.64	12	-1.7	-2	-19	3.1*
CCc1ccccc1OCC(=O)NC1CCCC1	2	0.9	-0.26	0	4	0.7	0	/	/
O=C(O)c1ccc(NC(=O)C2CCCCC2)cc1	5	1	0.02	0.99	-12	-0.5	0	/	-0.51
COc1cc(CC(=O)Nc2sccc2C(N)=O)cc(OC)c1OC	12	0.9	-0.26	-0.83	0	0.6	0	-13	2.2
COC(=O)c1c(NC(=O)CSc2nnnn2-c2ccccc2)sc2c1CCCC2	23	0.8	0.51	-1.2	-1	1.8	-2	-20	/
CCOC(=O)c1ccc2c(c1)n(CCO)c(C)[n+]2CC	22	0.9	0.29	-0.096	8	-1.0	-7	7	0.49
CCc1ccc2[nH]c(=O)c(CN(CCCN3CCOCC3)C(=O)Nc3ccc(F)cc3)cc2c1	2	0.9	-0.67	2.2	7	0.2	0	-55	-1.1
CCOC(=O)c1csc(NC(=O)CSc2nnc(C3CC3)n2C)n1	16	0.9	-0.093	0.052	-1	-1.5	0	-29	0.73
CC1CCN(C(=O)C2Cc3ccccc3CN2S(=O)(=O)c2ccc(F)cc2)CC1 (configuration not stated)	29	0.9	-0.034	0.21	9	0.4	2	4	-0.73
Clc1cccc(Cl)c1-c1nnc2ccc(N3CCOCC3)nn12	17	0.9	0.12	0.49	3	-1.1	0	/	1.4
Cc1ccc(NC(=O)C2CCCN(S(=O)(=O)c3cnc[nH]3)C2)c(Br)c1 (configuration not stated)	5	0.8	0.15	-0.84	5	-1.0	-2	-8	0.15
COc1ccc(C(=O)CN2C(=O)C(C)(C)Oc3ccc(C(=O)N4CCCCCC4)cc32)cc1	16	0.9	-0.29	-0.36	-6	-0.1	6	8	0.073
Cc1ccc(S(=O)(=O)NCCN=C(CN2CCCC2)NS(=O)(=O)c2ccc(C)cc2)cc1	17	1	0.0064	-0.16	-1	-0.5	-5	10	-0.42
CCOc1ccc(-c2cc(CCCC(=O)NCCc3ccc(OC)c(OC)c3OC)no2)cc1	19	0.9	0.91	-0.79	6	/	/	/	-0.58
COc1ccccc1-n1nnnc1SCc1ccccc1	1	0.9	-0.21	0.44	5	-0.9	3	-7	1.6
COc1cccc(C=Nc2cccnc2)c1O	46*	1	-0.24	-0.23	0	0.1	0	-14	0.54
CCOc1ccc(C2C(C#N)=C(N)SC(N)=C2C#N)c(OCC)c1	13	1.1	-0.77	-0.046	2	-1.6	2	-9	0.8
O=C1CC(c2cccc(Cl)c2)Cc2nc(N3CCN(c4ccccc4)CC3)ncc21 (configuration not stated)	9	0.8	-0.38	-0.71	-9	-0.3	4	1	-1
CCOC(=O)C1CCN(Cc2ccc(F)c(Br)c2)CC1	2	0.8	0.37	0.73	-2	-0.3	-3	/	-0.38
CCC(=O)NCCn1c(C)cc2ccccc21	10	0.9	0.96	1.1	11	-0.9	-2	4	-1.7
Cn1c(=O)c2c(nc(NCCCN3CCOCC3)n2Cc2ccc(Cl)c(Cl)c2)n(C)c1=O	12	1	-0.32	-1	11	-1.8	8	-4	0.94
NC(=O)C1CCCN(S(=O)(=O)c2ccccc2)C1 (configuration not stated)	-2	1	-0.27	-0.54	9	-0.9	-5	-10	0.086
COC(=O)c1ccc(Nc2cc(C)nc3nc(C)nn23)cc1	7	0.9	0.35	0.71	11	-0.2	-2	-42	-0.0032
COc1cc(-c2nnc(COC(=O)C3c4ccccc4Oc4ccccc43)o2)cc(OC)c1OC	9	0.9	-1.7	1.6	-1	0.0	5	-12	0.0045
COc1ccccc1-n1c(SCC(N)=O)nnc1-c1ccccc1	5	0.9	-0.02	-1.4	9	-0.3	-10	-1	-0.38
c1ccc2c(-c3nc(C4CCCCC4)no3)cc(-c3ccncc3)nc2c1	14	0.8	-0.44	-0.24	7	-2.3	4	-18	2
CC(C)(C)NC(=O)c1ccc(NC(=O)C2COc3ccccc3O2)cc1 (configuration not stated)	22	0.9	0	-0.82	13	/	/	/	/
CCc1cccc(NC(=O)C2CCCC2)c1	9	1	0.48	0.45	8	-0.3	-2	-8	0.3
COc1ccc2cnn(CCOc3ccccc3)c(=O)c2c1OC	-40	0.9	0.95	-0.016	/	-0.8	8	-9	-0.44
CC1CCCCN1Cc1nc2c(c(=O)n(C)c(=O)n2C)n1Cc1c(F)cccc1Cl (configuration not stated)	17	0.9	0.0073	-0.6	2	0.2	-5	-24	/
O=C(Nc1cnccn1)c1ccncc1	11	0.8	0	1.1	8	-0.8	-9	-1	0.53

Three compounds already listed, sorted by the number in M1 antagonist, high to low.
smiles	HEK293 NFkB inh	TNAP act DEA	M1 antagonist	M1 ag	Ec RNAP inh	S1P3 agonist	S1P1 ag-PAM	D1 allo mod
Cc1ccc(NC(=O)C2CCCN(S(=O)(=O)c3cnc[nH]3)C2)c(Br)c1 (configuration not stated)	5	0.8	0.15	-0.84	5	-1.0	-8	0.15
CC(C)(C)NC(=O)c1ccc(NC(=O)C2COc3ccccc3O2)cc1 (configuration not stated)	22	0.9	0	-0.82	13	/	/	/
COc1cc(CC(=O)Nc2sccc2C(N)=O)cc(OC)c1OC	12	0.9	-0.26	-0.83	0	0.6	-13	2.2

Continued.
SMILES	HEK293 NFkB inh	TNAP act DEA	M1 antagonist	M1 ag	Ec RNAP inh	S1P3 agonist	Jurkat viability	S1P1 ag-PAM	D1 allo mod
O=C(c1ccco1)N1CCN(C(=O)c2cc(-c3ccccn3)nc3ccc(Cl)cc23)CC1	17	0.9	-0.85	5.3*	4	-0.4	-6	-2	-2.1
COc1ccccc1-n1c(CNC(=O)c2ccco2)nnc1SCC(=O)Nc1nccs1	11	1	-0.49	-0.13	-1	-0.8	1	11	0.35
COc1ccc(NC(=O)C2CCCCN2S(=O)(=O)c2ccc(F)cc2)cc1 (configuration not stated)	11	0.8	-0.28	0.33	8	-0.1	3	-7	-1
Cc1c(NC(=O)c2nn(C)c(=O)c3ccccc23)c(=O)n(-c2ccccc2)n1C	-4	0.9	0.0038	-0.048	4	0.2	4	-6	-0.62
COc1ccc(CCNc2ncnc3c2oc2ccccc23)cc1OC	37	0.9	-4.1*	7.1*	14	-0.7	84*	116*	-3.5
N=c1c2c(-c3ccccc3)c(-c3ccccc3)n(Cc3ccco3)c2ncn1CCN1CCOCC1	-5	0.9	-7.2*	-1.1	3	-0.4	16	-2	0.78
Cn1c(=O)cc(SCC(=O)NCCCN2CCOCC2)c2ccc(Cl)cc21	12	0.9	0.62	-0.89	2	-1.1	5	-2	-1.8
COc1cccc(C2CC(c3ccc(Cl)cc3Cl)Nc3nc(N)nn32)c1 (configuration not stated)	20	1	0.2	-0.43	8	-1.0	4	0	2.1
Cc1ccc(C2C3=C(CC(C)(C)CC3=O)NC3=C2C(=O)CC(C)(C)C3)o1	15	0.9	0.57	0.15	9	0.1	10	-8	-0.17
COc1ccc(OCC(=O)Nc2ccc3c(c2)nc(CCN2CCOCC2)n3C)cc1	4	0.9	-1.6	-0.077	4	-0.2	3	-6	-0.6
CC1(C)CC(=O)C=C(NC2CCS(=O)(=O)C2)C1 (configuration not stated)	9	0.8	0.12	-0.36	-4	/	/	/	-0.082
OCCN1CCN(C(=S)c2ccc(Cl)c(Cl)c2)CC1	3	0.9	-0.76	0	13	-0.4	-1	-3	-0.31
O=C(O)CCN1C(=O)c2ccc(NC(=O)c3cccs3)cc2C1=O	9	1	-0.12	0.35	7	-0.4	-4	0	0.25
CCCCCn1c(=O)[nH]c2cc(C(=O)NCCN(CC)CC)ccc2c1=O	22	0.9	-0.5	-2.1*	-1	/	/	/	-1.9
COc1ccc(C2C(C(=O)OC3CCCCC3)=C(C)Nc3nnnn32)c(OC)c1OC (configuration not stated)	20	0.9	-0.25	-0.22	2	/	/	/	2.2
COc1ccccc1N=c1oc2cc(O)ccc2cc1C(=O)NCC1CCCO1 (configuration not stated)	6	1	0.031	2.1	-16	3.4	10	-70	-0.2
Cc1ccc(OCCn2cc(/C(N)=N/O)c3ccccc32)cc1C	11	0.9	1.3	-0.02	1	-1.0	10	68*	-3.1*
Nc1sccc1C(=O)c1ccccc1	0	0.9	-0.13	-0.54	-10	-0.2	-8	5	0.089
N#Cc1ccccc1NC(=O)COC(=O)c1ccc(S(=O)(=O)N2CCCC2)cc1	8	0.9	0.62	-0.13	7	0.6	-6	2	2.1
Cc1ccc(N2C(=O)CC3(CC4C=CC3C4)C2=O)cc1 (configuration not stated)	/	0.9	0.54	0.088	14	0.7	/	-4	0.77
COC(=O)C1=C(C)N(C)C(C)=C(C(=O)OC)C1c1ccc(C(=O)OC)cc1	17	0.9	-1.9	-0.7	-2	-2.2	6	-33	-0.53
COc1cc(C#CC#CCN2CCCCC2)ccc1O	12	0.9	-0.26	0.22	-4	-1.0	18	87	0.14
CCOc1ccc(-c2[nH]nc3c2C(c2cccnc2)C(C#N)=C(N)O3)cc1 (configuration not stated)	15	0.8	0.41	0.34	-2	0.0	-2	-20	0.051
CC(=O)c1cccc(NC(=O)Nc2ccc(C(=O)N3CCOCC3)cc2)c1	25	0.9	0.4	0.83	2	-1.1	4	-1	-1.1
O=C(CSc1ccc2nnc(-c3cccnc3)n2n1)NCC1CCCO1 (configuration not stated)	11	0.9	0.17	0.28	2	-1.1	12	9	-0.073
CN(CC(=O)Nc1cccnc1)S(=O)(=O)c1cc(Cl)ccc1Cl	5	0.9	0.62	-1.6	-1	-0.8	0	/	/

2 records drawn at random from the list so far:
SMILES	HEK293 NFkB inh	TNAP act DEA	M1 antagonist	M1 ag	Ec RNAP inh	S1P3 agonist	Jurkat viability	S1P1 ag-PAM	D1 allo mod
COc1cc(C#CC#CCN2CCCCC2)ccc1O	12	0.9	-0.26	0.22	-4	-1.0	18	87	0.14
CCCCCn1c(=O)[nH]c2cc(C(=O)NCCN(CC)CC)ccc2c1=O	22	0.9	-0.5	-2.1*	-1	/	/	/	-1.9
